# rTrxR1 inhibitor: inhibitors of rat thioredoxin reductase 1; AID 588453; Potency, µM (titrated, usually from 114 µM), without a hit: at the top dose activity change, negative = inhibition, usual class: inhibitors; recombinant rTrxR1, NADPH fluorescence consumption, selenite substrate; actives 1% (n = 390,000); note: % is set by controls: 0 for no effect and ±100 for the full control effect; nearly all actives have a fitted effect of over 65% in size
#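 Rat TrxR1 (90 nM in the dispensed reagent) was pre-reduced with 400 uM NADPH for 5 min at room temperature, then incubated with compound for 15 min. After 400 uM selenite was added, NADPH fluorescence (Ex 340/Em 450 nm) was followed for 8 min.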
# ALOX12 inh: ALOX12 (human) lipoxygenase inhibition. purified 12hLO, xylenol orange hydroperoxide absorbance. Potency, µM (series often up to 108 µM), inactives show top-dose activity change, negative = inhibition, most hits filed as inhibitors. actives 1.1% (n = 580,000). AID 1671190; note: % is set by controls: 0 for no effect and ±100 for the full control effect
#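 Purified human 12hLO at 150 nM in 25 mM Hepes, 0.01% Triton X-100, pH 7.0, preincubated 15 min at room temperature with compound. Reaction started with 40 uM arachidonic acid, 30 min at room temperature. Hydroperoxide measured by Fe-xylenol orange, 573/405 nm absorbance ratio.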
# ERG Ets-DNA blk: ERG Ets/DNA interaction inhibition; P11308; fluorescence polarization, His-ERG Ets domain / labelled DNA; Potency, µM (series often up to 76.9 µM), without a hit: at the top dose FP activity, negative = inhibition, usual class: inhibitors; actives 0.028% (n = 370,000); AID 624246; active = well fitted inhibition curve with a large enough effect in the polarisation, with a control signal flat; inconclusive = small, poorly fitted or top-dose-only effect, or effect the other way, or a change in a side signal; inactive = no such curve, though single readings can be large or run the other way; the % refers to the polarisation;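 note: polarization taken with two DNA probes labelled with fluorescein and Texas red; % of control where 0% means no effect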
# Target sequence (P11308 whole entry, looked up, the tested form may be a part): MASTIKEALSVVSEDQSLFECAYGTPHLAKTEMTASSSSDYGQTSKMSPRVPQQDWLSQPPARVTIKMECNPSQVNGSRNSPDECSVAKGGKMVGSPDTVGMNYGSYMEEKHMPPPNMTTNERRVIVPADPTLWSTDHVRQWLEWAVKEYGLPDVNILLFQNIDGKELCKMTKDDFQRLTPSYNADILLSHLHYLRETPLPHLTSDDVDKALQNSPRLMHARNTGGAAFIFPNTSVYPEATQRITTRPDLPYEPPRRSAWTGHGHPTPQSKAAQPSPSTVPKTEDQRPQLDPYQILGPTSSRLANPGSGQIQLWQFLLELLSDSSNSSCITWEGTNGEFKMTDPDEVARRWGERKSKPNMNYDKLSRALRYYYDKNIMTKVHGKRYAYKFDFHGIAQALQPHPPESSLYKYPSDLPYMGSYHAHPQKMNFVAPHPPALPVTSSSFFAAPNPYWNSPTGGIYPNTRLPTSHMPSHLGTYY
#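 His-tagged ERG Ets domain (1 uM in the protein solution; 300mM KCl, 50mM Tris-HCl, 1mM EDTA, 1mM DTT, pH 7.5) received compound, then a probe mix of 5 nM fluorescein-DNA and 100nM Texas-615-DNA. Fluorescence polarization was read for both dyes.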
# Pin1 inhibitor: blocks the human prolyl isomerase Pin1; Q13526; Pin1 FP peptide displacement, HiFluor488, 10 min; Potency, µM (highest dose often 115 µM), for inactives: top-dose activity, negative = inhibition, hits mostly inhibitors; actives 0.009% (n = 390,000); active = well fitted inhibition curve with a large enough effect in the polarisation, with a control signal flat, not every such curve was filed as active; inconclusive = small, poorly fitted or top-dose-only effect, or effect the other way, or a change in a side signal; inactive = no such curve, though single readings can be large or run the other way; the % refers to the polarisation; note: % is set by controls: 0 for no effect and ±100 for the full control effect
# Target sequence (Q13526 whole entry, looked up): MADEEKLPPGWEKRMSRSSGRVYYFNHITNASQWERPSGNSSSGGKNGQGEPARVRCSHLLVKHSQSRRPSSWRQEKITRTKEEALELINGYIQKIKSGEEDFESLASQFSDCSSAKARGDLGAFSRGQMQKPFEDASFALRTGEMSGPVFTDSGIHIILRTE
# RGS4 inhibitor: inhibitors of human regulator of G protein signaling 4. P49798. Transcreener GDP fluorescence polarization, RGS4-accelerated GTP hydrolysis. Potency, µM (top dose mostly 114 µM), inactives show at the highest dose activity change, negative = inhibition, hits mostly inhibitors. actives 0.039% (n = 390,000); note: % is set by controls: 0 for no effect and ±100 for the full control effect; nearly all actives have a fitted effect of over 75% in size; some results filed as inactive show a strong effect at the top dose
# Target sequence (P49798 whole entry, looked up): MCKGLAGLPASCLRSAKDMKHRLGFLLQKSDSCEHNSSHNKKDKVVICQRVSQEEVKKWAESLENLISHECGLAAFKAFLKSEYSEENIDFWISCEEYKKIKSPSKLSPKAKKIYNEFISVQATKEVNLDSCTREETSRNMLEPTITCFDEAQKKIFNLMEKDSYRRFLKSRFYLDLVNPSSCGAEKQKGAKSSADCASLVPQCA
#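 MLSMR compounds (23 nl, pin-transferred) preincubated 10 min at room temperature with a 500nM (2x) first reagent, then RGS4 at 900nM (2x) plus Transcreener GDP mix added; fluorescence polarization (620/688 nm) read before and after 90 min at 30 °C.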
# PGK inhibitor: blocks T. brucei phosphoglycerate kinase; P07378; PGK/GAPDH coupled, Kinase-Glo luminescence, 60 min; Potency, µM (highest dose often 57.5 µM), for the others: top-dose activity change, negative = inhibition, usual class: inhibitors; actives 0.043% (n = 380,000); AID 602233; note: % is set by controls: 0 for no effect and ±100 for the full control effect; nearly all actives have a fitted effect of over 60% in size
#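 Luminescent ATP detection (Kinase-Glo Plus) follows a 60-minute room-temperature incubation, with wells lacking PGK as controls. Buffer: 100 mM TEA (pH 7.6), 5 mM MgCl2, 0.01% Tween-20. Coupling enzyme GAPDH (100 nM final) supplies unstable 1,3-BPG in-well.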
# GLS inh: blocks human kidney-isoform glutaminase activity. O94925. GLS enzymatic activity, qHTS titration. Potency, µM (titrated, usually from 45.5 µM), for the others: at the highest dose activity change, negative = inhibition, hits mostly inhibitors. actives 0.21% (n = 410,000); note: % is set by controls: 0 for no effect and ±100 for the full control effect
#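 Human kidney-isoform GLS in 45 mM KH2PO4 pH 8.2, 0.02% Tween-20, with compound, started with 1mM L-Glutamine (added stock). Glutamate oxidase/HRP/Amplex red coupled fluorescence read at start and after 30 min at RT.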
# JMJD2A Tudor inh: blocks the human JMJD2A Tudor domain. AlphaScreen JMJD2A-Tudor / H3K4me3 peptide binding. Potency, µM (highest dose often 114 µM), for inactives: at the highest dose activity change, negative = inhibition, most hits filed as inhibitors. O75164. actives 4.4% (n = 390,000); note: % is set by controls: 0 for no effect and ±100 for the full control effect; nearly all actives have a fitted effect of over 50% in size
# HP1b binding inh: HP1-beta chromodomain-methylated histone interaction inhibition. P83916. AlphaScreen HP1-beta / biotin-H3K9me3 peptide binding. Potency, µM (doses to about 114 µM), inactives show at the highest dose activity change, negative = inhibition, most hits filed as inhibitors. actives 0.56% (n = 390,000). AID 540317; note: nearly all actives have a fitted effect of over 70% in size; inactives centre near 23
# Target sequence (P83916 whole entry, looked up): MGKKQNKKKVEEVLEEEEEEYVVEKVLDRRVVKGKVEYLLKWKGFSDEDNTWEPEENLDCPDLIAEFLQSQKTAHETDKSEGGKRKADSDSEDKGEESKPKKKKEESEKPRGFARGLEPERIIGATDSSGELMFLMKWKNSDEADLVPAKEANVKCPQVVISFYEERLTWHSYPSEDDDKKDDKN
#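 HP1-beta protein (50 nM final) preincubated 30 min at room temperature with biotinylated H3(1-18)K9me3 peptide (50 nM) in PBS pH 7.4, 0.01% Tween-20, then compound added for 30 min. AlphaScreen streptavidin donor/nickel chelate acceptor beads (10 ug/mL final), 30 min dark, luminescence read.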
# Active calls of the source: *; i = inactive; ? = inconclusive; . = not tested or not shown; & = joins results of further samples; [ ] = another dose, or the depositor's remark. Unless noted, calls come from the whole dose curve; as a rule, active = well fitted curve in the direction sought with a large enough effect; inconclusive = small, poorly fitted or top-dose-only effect, or another doubt; inactive = no such curve, though single readings can be large; an effect the other way counts as inactive or inconclusive. Potency is the fitted concentration of half-maximal effect. Some of the compounds tested; count on the stated rates, not on these rows.
SMILES,rTrxR1 inhibitor,ALOX12 inh,ERG Ets-DNA blk,Pin1 inhibitor,RGS4 inhibitor,PGK inhibitor,GLS inh,JMJD2A Tudor inh,HP1b binding inh
COc1cccc(-c2csc(-c3c(N)c(C(=O)c4ccc5c(c4)OCO5)n4ccccc34)n2)c1,15%,-21%,1%,?,-9%,.,0%,5%,51%[activator]
CC1CCc2nc3ccc(S(=O)(=O)N4CCC(C(=O)O)CC4)cc3c(C(=O)O)c2C1 (stereo not given),-20%,9%,-18%,-19%,-20%,-3%,-5%,?,38%
CCN1C(=O)CC(NCc2ccc3c(c2)OCO3)C1=O (stereo not given),18%,-9%,-2%,-6%,14%,i,-7%,-11%,-7%
CN(Cc1nccs1)C(=O)c1ccc(OC2CCN(Cc3ccccn3)CC2)cc1,-13%,11%,-17%,-2%,1%,-2%,0%,-5%,16%
Cc1cc(NC(=O)c2cc(C3CC3)on2)n(-c2ccccc2)n1,9%[57.1 µM],10%[57.4 µM],-8%,-1%,6%,0%,2%,-19%,18%
Cc1ccccc1CSc1ncc(Cl)c(C(=O)NCc2ccccc2)n1,26%,?,-4%,5%,6%,.,-1%,-15%,18%
O=c1ccc2cc(S(=O)(=O)Nc3ccc(OC(F)(F)F)cc3)ccc2[nH]1,7%,-25%,3%,-9%,7%,-4%,-18%,?,-32%
CC(=O)Nc1ccc(NC(=O)CN2CCN(c3cccc(C(F)(F)F)c3)CC2)cc1,-2%,.,-1%,-6%,9%,6%,9%,-23%,11%
Cc1cc(=O)[nH]c(=S)[nH]1,19%,-12%,7%,-3%,-7%,0%,-7%&2%,1%,21%
Cc1ccc(-c2ccc(CCC(=O)O)n2C(C)C)cc1,-34%,-15%,-12%,1%,?,0%,17%,-30%,-3%
Cc1ccc(-c2nc(C)sc2CC(=O)Nc2cccc(C)c2C)cc1,12%,-18%,-9%,-9%,24%,19%,2%,0%,21%
O=C(Nc1ccc(S(=O)(=O)N2CCCCC2)cc1)c1ccc(CN2CCOCC2)cc1,23%,.,.,-8%,19%,.,2%,-16%,0%
CC(=O)c1ccc(N2CCN(C(=O)c3ccc(NC(=O)C4CCCO4)cc3)CC2)cc1 (stereo not given),-4%,40%[activator],-10%,-2%,1%,-8%,0%,-7%,17%
CC(=O)NN1C(=O)/C(=C/c2ccc(Br)o2)SC1=S,25µM*,?,?,?,-45%[11.4 µM],?,?,13%[11.4 µM],50µM*
COc1ccc(-c2c(C)nn3c(C(F)(F)F)cc(-c4ccccc4)nc23)cc1OC,9%,2%,0%,-8%,31%,-9%,4%,?,4%
CN(C(=O)COC(=O)c1ccc(Cl)cc1N)C1CCCCC1,33%[57.1 µM],-12%,13%,6%,-10%,3%,-11%,9%,28%
COc1cc(NC(=O)CN2C(=O)C(=O)N(C3CCCC3)C2=O)cc(OC)c1,31%,8%,-5%,11%,2%,-1%,14%,-7%,22%
COc1ccc(-n2c(CNC(=O)COc3ccc(Cl)cc3Cl)n[nH]c2=S)cc1,6%,?,11%,2%,-8%,0%,-1%,-6%,73%[activator]
CC(C)(C)C(=O)Nc1ccc2nc(SCCOc3ccccc3Cl)sc2c1,23%,-3%,-5%,51%[activator],4%,-12%,8%,14%,99%[activator]
CNC(=O)C(=O)NCC(c1ccc2c(c1)OCO2)N1CCOCC1 (stereo not given),13%[57.1 µM],-2%,0%,2%,-2%,-1%,0%,-3%,59%[activator][57 µM]
O=C(CCC1CCN(C(=O)c2ccco2)CC1)NCc1ccc(F)cc1,-17%,-3%,-13%,1%,7%,-6%,-3%,-6%,23%
Cc1ccc(S(=O)(=O)NC(=O)NCc2ccccc2)cc1,25%,-22%,-1%,3%,11%,-6%,8%,-7%,15%
CCCCn1c(SCC(=O)c2ccccc2)nc2ccsc2c1=O,11%[57.1 µM],-12%,0%,1%,-30%,7%,12%,44%[activator],89%[activator]
O=C(Nc1ccc2ccccc2c1)[C@@H]1C[C@H]1[C@@H](NP(=O)(c1ccccc1)c1ccccc1)c1ccccc1,10%,?,4%,-2%,-6%,i,2%,-27%,23%
COc1ccc(-n2c(CN3CCN(c4ccccc4OC)CC3)nc3ccc([N+](=O)[O-])cc3c2=O)c(OC)c1,9%,5%,2%,-5%,5%,-4%,-4%,?,5%
S=C(Nc1cccc2ccccc12)NC1CCCCC1,-15%[57.1 µM],45µM*,-1%,-5%,11%,i,23%,?,?
Cc1ccc(C)c(N(C)S(=O)(=O)c2ccc3[nH]cc(C(=O)NCCN4CCOCC4)c(=O)c3c2)c1,-1%,1%,-2%,5%,19%,-3%,18%,-16%,7%
Cc1cc(N2CCN(C)CC2)nc2ccc(NC(=O)Nc3ccccc3Br)cc12,27%,?,1%,1%,-26%,-10%,19%,-21%,11%
Cc1c(O)ccc2c(CN3CCN(CCO)CC3)cc(=O)oc12,-12%,-14%&-16%,.,4%,-25%,i,11%,1%,38%
O=C(Cc1cccs1)Nn1c(Cc2cccs2)nc2ccccc2c1=O,-22%,0%,-1%,-5%,-10%,17%,11%,-19%,13%
Cc1nn(CC(=O)NCCc2ccccc2Cl)c(=O)c2nn(-c3ccccc3)c(C)c12,17%,-10%,6%,106%[activator],-34%,.,-12%,-2%,68%[activator]
CCCC(=O)Nc1ccc2c(c1)nc(CN1CCN(C(=O)OCC)CC1)n2C,4%,0%,7%,3%,26%,5%,-1%,?,11%
COCCN1C(=O)c2ccccc2C(C(=O)NCCN(C)C)C1c1ccc(F)cc1 (stereo not given),-1%,0%,4%,3%,28%[56.9 µM],-6%,5%,-12%[57.1 µM],8%
CCOC(=O)c1ccc(N2CCN(c3ccccc3F)CC2)c(NC(=O)Nc2ccccc2)c1,18%[57.1 µM],-15%,-1%,23%,-2%,i,-7%,-13%,37%
O=C(COC(=O)c1c(F)cccc1Cl)NC1CCCCC1,3%[57.1 µM],-1%,13%,2%,8%,12%,13%,-11%,11%
Cc1nc2ccc(Br)cc2c(-c2ccccc2)c1C(=O)O,7%,?,-7%,.,19%,-5%,0%,-17%,10%[57 µM]
Cc1ccc(SCC(=O)Nc2ccc(S(=O)(=O)Nc3ncccn3)cc2)cc1,32%,-28%,5%,2%,0%[56.9 µM],-6%,-13%,-22%,19%
O=C(CCNC(=O)c1ccccc1)NNC(=O)c1ccccc1Br,19%,7%,-3%,4%,8%,2%,-1%,-8%,15%
COc1cccc(C(=O)NCC(=O)N2CCN(c3ccc(C(F)(F)F)cn3)CC2)c1,-12%[57.1 µM],?,17%,?,26%,-12%,5%,-14%,-2%
O=C1C2C3C=CC(C3)C2C(=O)N1CCCCCCN1C(=O)C2C3C=CC(C3)C2C1=O (stereo not given),21%[57.1 µM],1%,1%,-1%,-41%,-2%,-3%,-17%,27%
Cc1cc(NC(=O)CN2C(=O)NC3(CCCCCC3)C2=O)no1,13%,6%,6%,-7%,5%,-9%,-18%,-1%,31%
Cc1ccc(NC(=S)NCc2ccc3c(c2)OCO3)cc1C,?,?,-1%,3%,-9%,10%,-1%,?,-10%
CNC(=O)CN(c1cc(OCCOC)c(Cl)cc1Cl)S(=O)(=O)c1ccccc1,4%[57.1 µM],-1%,3%,-8%,-5%,-1%,0%,-8%,13%
CCc1cccc(NC(=O)Cn2nc(C)c3sc4ccccc4c3c2=O)c1,18%,?,1%,-3%,-40%,-5%,3%,-27%,24%
Cc1ccc(NC(=O)c2nc[nH]c2C(=O)N2CCCCC2)c(C(=O)c2ccccc2)c1,-2%,-24%,-4%,-2%,10%,-2%,6%,?,21%
COc1cc(/C=C2\SC(=Nc3ccccc3)NC2=O)cc(Cl)c1O,1%,?,138%[activator],?,-13%,-1%,7%,?,-14%
C/C(=C\C(=O)Nc1cc(C)on1)c1ccccc1,0%,4%,-11%,-4%,7%,-12%,-3%,-7%,39%
CCOc1ccc(S(=O)(=O)NCCC(=O)OCC(=O)Nc2cc(C)on2)cc1,18%,6%,-15%,9%,24%,1%,-4%,-8%,35%
CN(/N=C/c1ccccc1Cl)c1ncc(Cl)cc1C(F)(F)F,14%,0%,12%,-2%,22%,-1%,3%,63%[activator],116%[activator]
CCOc1ccc(NS(=O)(=O)c2ccc(C(=O)NCCCN3CCCC3=O)cc2)cc1,9%,112%,-16%,-1%,-1%,i,12%,-7%,21%
CC(C)(C)OC(=O)N1CCC(c2c(C(=O)N3CCN(C4CCCCC4)CC3)cnn2-c2ccc(F)cc2)CC1,29%,0%,-3%,-2%,-10%,i,-4%,-17%,32%
Cc1sc2ncnc(N3CCC(C(=O)NNC(=O)c4ccc(F)cc4)CC3)c2c1C,-9%,6%,0%,7%,-12%,i,-7%,-16%,33%
CCOCCCNC(=O)Cn1cc2c(n1)CCCCC2,11%[57.1 µM],-2%,15%,-1%,4%,-4%,-1%,-25%,44%[activator]

# Two of these compounds in another layout.
# Screens in order – rTrxR1 inhibitor	ALOX12 inh	ERG Ets-DNA blk	Pin1 inhibitor	RGS4 inhibitor	PGK inhibitor	GLS inh	JMJD2A Tudor inh	HP1b binding inh
Cc1c(O)ccc2c(CN3CCN(CCO)CC3)cc(=O)oc12
  -12%	-14%&-16%	.	4%	-25%	i	11%	1%	38%
O=C(Cc1cccs1)Nn1c(Cc2cccs2)nc2ccccc2c1=O
  -22%	0%	-1%	-5%	-10%	17%	11%	-19%	13%

# Compound activity (PubChem)
